TNAP inh no acc = TNAP (human) inhibition, acceptor-free conditions; purified TNAP, CDP-star luminescence, 30 min; inhibition, % at 20 µM; 0.26% of 200,000 active;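 active = tissue-nonspecific alkaline phosphatase inhibition above about 50% at 20 µM in the single-dose screen, limit read from the data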;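 note: 0% = DMSO negative control and 100% = EDTA positive control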
Target sequence (P05186 whole entry, looked up): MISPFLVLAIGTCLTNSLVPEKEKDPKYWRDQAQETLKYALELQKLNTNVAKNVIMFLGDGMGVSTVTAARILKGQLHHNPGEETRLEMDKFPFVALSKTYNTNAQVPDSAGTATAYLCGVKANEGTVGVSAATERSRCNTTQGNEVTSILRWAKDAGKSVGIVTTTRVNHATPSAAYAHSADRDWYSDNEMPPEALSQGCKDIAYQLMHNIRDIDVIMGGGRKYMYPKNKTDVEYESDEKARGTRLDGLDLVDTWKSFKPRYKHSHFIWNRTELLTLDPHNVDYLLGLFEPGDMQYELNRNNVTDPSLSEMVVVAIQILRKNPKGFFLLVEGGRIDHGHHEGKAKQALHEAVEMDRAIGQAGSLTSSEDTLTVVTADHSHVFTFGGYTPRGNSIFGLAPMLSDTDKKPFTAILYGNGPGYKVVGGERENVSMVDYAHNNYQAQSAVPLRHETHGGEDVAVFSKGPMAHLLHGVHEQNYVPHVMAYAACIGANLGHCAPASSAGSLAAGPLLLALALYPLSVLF
PMI act satM6P = increases human PMI activity with near-saturating mannose 6-phosphate. P34949. coupled PMI enzyme assay, resazurin fluorescence, 20 min; active compounds read high; 1 = untreated enzyme, 0 = substrate-free blank. activation factor at 20 µM. 0.34% of 190,000 active;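 active = activation factor of 2 or more at 20 µM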
Target sequence (P34949 whole entry, looked up): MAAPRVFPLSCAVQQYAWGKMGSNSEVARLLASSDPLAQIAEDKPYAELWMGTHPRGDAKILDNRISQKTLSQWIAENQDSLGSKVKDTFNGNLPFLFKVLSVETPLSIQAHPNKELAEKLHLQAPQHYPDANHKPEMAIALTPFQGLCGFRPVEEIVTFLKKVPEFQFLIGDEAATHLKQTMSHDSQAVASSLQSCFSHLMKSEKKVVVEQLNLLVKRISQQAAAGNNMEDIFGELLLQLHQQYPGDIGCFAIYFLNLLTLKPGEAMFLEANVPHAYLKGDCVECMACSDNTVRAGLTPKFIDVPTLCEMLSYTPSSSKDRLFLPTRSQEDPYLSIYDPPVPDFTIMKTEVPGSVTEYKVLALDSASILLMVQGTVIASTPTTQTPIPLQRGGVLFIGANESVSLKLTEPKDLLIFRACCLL
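Test system: human phosphomannose isomerase with PGI, G6PDH, diaphorase coupling enzymes; amount: 15 ng/mL PMI; incubation: enzyme reaction with compound 20 min at room temperature; technique: resorufin fluorescence (Ex 544/Em 590 nm) from resazurin via diaphorase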
NF-kB expr up = NF-kB expression increase, human neuronal cells | NF-kB reporter expression; active compounds read high | fold change at 12.5 µM | 1.6% of 190,000 active | AID 1239; in the data active = fold change above about 3.3
TNAP act hiacc = increases human TNAP activity under high phosphate acceptor concentration | P05186 | purified TNAP, CDP-star luminescence, 1 M DEA, 30 min; active compounds read high; 0 = EDTA background, 1 = DMSO-only activity | activation factor at 20 µM | 200,000 tested, under 10 active;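 active = activation factor at least 2 at 20 µM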
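Assay system: human TNAP; Input: enzyme diluted 1/800 final; Reagent: CDP-star luminogenic substrate at 100 µM final; Timing: 30 min, room temperature; Signal: luminescence; Evaluation: TNAP activation factor scaled between EDTA and DMSO control wells.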
PMI act = increases human mannose-6-phosphate isomerase activity | P34949 | 0.005% of 190,000 active | purified human PMI, coupled resazurin fluorescence, 20 min; active compounds read high; 1 = vehicle control, 0 substrate-free wells | AID 1214 | activation factor at 20 µM;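 active = activation factor of 2 or more at 20 µM, relative to plate controls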
FLuc inh counter = counter-screen for luciferase assay inhibitors: firefly luciferase inhibition; P08659; ATPLite firefly luciferase biochemical luminescence, 10 min; inhibition, % at 10 µM; 1.5% of 200,000 active; AID 1006;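 active = inhibition above about 50% when tested at 10 µM, limit read from the data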
FLuc act counter = affects firefly luciferase, flagging false hits in luciferase stimulation screens. P08659. ATPlite luciferase biochemical, luminescence, 10 min; 0 = ATP-free wells, 1 = DMSO control. activation factor at 10 µM. 200,000 tested, under 10 active. AID 1027;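 active = luciferase activation factor, scaled between plate controls, of at least 2 with compound at 10 µM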
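System: cell-free luciferase reagent; medium: PBS as buffer for the ATP substrate; doses: test compounds dosed from 2 mM stocks in 100% DMSO; incubation: 10 min, room temperature; measured by: luminescence from luciferase reaction; read-out: luciferase activation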
bIAP activator = intestinal alkaline phosphatase (bovine) activation; purified bovine IAP, CDP-star luminescence, 30 min; active compounds read high; fold of DMSO-control signal, blank-subtracted; activation factor at 20 µM; 0.17% of 200,000 active;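 active = activation factor of 2 or more at 20 µM, a signal rise over negative controls twice the positive control's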
APP 5'UTR act = APP 5'UTR luciferase reporter activation. activation, % at 2 µM. AID 1276. SH-SY5Y APP 5'UTR luciferase reporter, luminescence; zero percent = DMSO vehicle wells. 1% of 190,000 active;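 active = activation above a set limit, based on mean plus 3 SD of controls, cut at about 140% in these data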; note: values of inactives mirror those of a sister screen read the other way
TNAP inh hi DEA = blocks human TNAP under high phosphate acceptor concentration; P05186; purified TNAP, CDP-star luminescence, 1 M DEA; 0.03% of 200,000 active; inhibition, % at 20 µM;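 active = over 50% inhibition of tissue-nonspecific alkaline phosphatase at 20 µM in the single-dose screen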;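 note: plate controls were DMSO wells for no effect and EDTA-quenched wells as full inhibition for full effect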
* hit, by the source's call; . = not tested or not shown.

SMILES	TNAP inh no acc	PMI act satM6P	NF-kB expr up	TNAP act hiacc	PMI act	FLuc inh counter	FLuc act counter	bIAP activator	APP 5'UTR act	TNAP inh hi DEA
O=C(NC1CCCCC1)C(c1ccc(F)cc1)N(C(=O)c1cccs1)c1ccc2c(c1)OCO2 (stereo not given)	-6	1.1	1.3	1.1	1.2	-2	1	0.9	3	-6
COc1ccccc1S(=O)(=O)CC(O)COc1ccc(F)cc1Cl (stereo not given)	-1	0.9	0.86	1	0.9	-5	1.1	1	-2	0
CCOc1ccc(NC(=O)NCc2cccnc2)cc1	-7	0.8	1.4	1.1	0.8	3	1	0.9	-5	-6
COC(=O)C1=C(C)NC2=C(C(=O)CCC2)C1c1cccs1 (stereo not given)	-10	1	1.2	1	1	-2	1	0.9	3	-1
C/C(=N\NC(N)=S)c1ccc(Cl)s1	-13	1	1.3	1	1	-3	1	0.8	16	-2
Cn1c(CN2CCCCC2)nc2cc(NS(=O)(=O)c3ccc(F)cc3)ccc21	-9	1	0.98	1.1	0.9	-6	1.1	1	-2	-6
CCOC(=O)N1CCC(=NNc2ccc(S(=O)(=O)N3CCOCC3)cc2[N+](=O)[O-])CC1	-13	1	0.8	0.9	1.1	-4	1	0.8	12	9
Cc1ccc(NC(=O)COC(=O)c2cc(Cl)cc(Cl)c2)c(Br)c1	-9	1.1	1.2	1	1.1	-4	1	0.9	-6	-3
Cc1cc(=O)oc2cc(OCC(=O)NCc3ccccn3)ccc12	-4	0.9	1	1	0.9	2	1	1	0	2
CCCCNC(=O)C(NS(=O)(=O)c1cccc2nsnc12)c1ccccc1 (stereo not given)	-10	1	1.3	1	1	-5	1.1	1	-1	-3
O=c1c2ccccc2n2nnnc2n1-c1ccccc1	-8	1	0.75	1.1	0.9	-12	1.1	0.9	-5	-7
O=C(NCc1nc2ccccc2[nH]1)C1=C[C@@H](c2csc3ccccc23)C[C@@H](OCc2ccc(CO)cc2)O1	-22	0.9	0.45	1.1	0.9	1	1	1.2	-11	-8
Cc1ccc(S(=O)(=O)N2CCN(C(=O)c3ccc([N+](=O)[O-])cc3)C2)cc1	-11	0.9	1	1	1	-6	1.1	0.9	4	3
O=C(NCc1ccco1)c1cnn2c1NC(c1ccccc1)CC2C(F)(F)F (stereo not given)	8	1	0.58	1.1	1.1	-5	1	1.1	8	-7
CCc1nnc(NC(=O)C=C(C)C)s1	-6	1	2	1	1	5	0.9	0.9	-4	2
Cc1ccc(N/C=C(/C#N)c2ccsc2)cc1C	-8	0.9	5.2*	1.1	0.8	4	1	0.8	105	-7
O=C1NC(c2ccc3c(c2)OCO3)Oc2ccccc21 (stereo not given)	-20	1	1.1	1.1	1	-2	1	0.8	8	-9
O=C(Cn1[nH]c(=O)c2ccccc2c1=O)NC1CCN(Cc2ccccc2)CC1	-10	1	0.83	1	1	-4	1	0.9	-10	-1
CCOc1ccc(C(C)=O)cc1CSc1nnnn1-c1ccc(O)cc1	-5	1	1	1	1	-8	1.1	0.9	8	-1
O=C1CCCc2nc(NCc3ccco3)ncc21	-11	1	1.4	1.1	1	-5	1	0.8	10	-8
O=C(N=Nc1c(O)[nH]c2ccc(Br)cc12)c1cc(-c2cccc3ccccc23)n[nH]1	-55	1	0.56	0.9	1	0	1	1.1	5	9
CCN(CC)Cc1cc2ccccc2c2c1COC2	-8	1	1	1.1	1	-12	1.1	0.8	42	-8
CC(=O)N=c1ncn(CC(COC(C)=O)OC(C)=O)c2nc[nH]c12 (stereo not given)	-7	1	0.93	1	1	-4	1	0.9	-11	-3
Cc1cc(C(=O)NNC(=S)Nc2ccccc2)nn1C	-47	1	1.6	1	1	-3	1	1.4	10	-3
COc1cc(CCC(=O)OCC(=O)Nc2ccc(C(N)=O)cc2)cc(OC)c1OC	-8	0.9	1.2	1	1	-4	1	1	-14	-4
SMILES	TNAP inh no acc	PMI act satM6P	NF-kB expr up	TNAP act hiacc	PMI act	FLuc inh counter	FLuc act counter	bIAP activator	APP 5'UTR act	TNAP inh hi DEA
CCC(CC)C(=O)Nc1cc(Cl)ccc1C	-11	1	0.89	1	1	-4	1	1	4	0
COc1ccc(-c2cc(C(F)(F)F)nc(SCC(=O)NCc3cccs3)n2)cc1	7	0.8	0.93	1	0.8	-4	1	0.9	-2	-1
CCn1cc(CN2CCN(Cc3ccsc3)C(CCO)C2)cn1 (stereo not given)	-15	1	1.4	1.1	1	-4	1	0.9	-25	-7
CSCC(=O)N1CCCC(CNC(=O)c2ccc(-c3ccccc3)cc2)C1 (stereo not given)	-6	1	1.5	1.1	1	12	0.9	1.1	-7	-6
CNC(=S)N(CCc1c(C)[nH]c2ccc(Cl)cc12)Cc1cccs1	-14	0.9	1.1	1	0.8	-6	1.1	0.9	-1	-4
COC(=O)c1ccc(CSc2ncnc3ccccc23)o1	-1	1	1.3	1	1.1	-4	1	0.9	5	-3
O=C(CNC(=O)c1ccc(S(=O)(=O)N2CCCC2)cc1)N/N=C/c1ccc(Cl)cc1Cl	-20	1	0.89	1	0.9	-6	1.1	0.9	4	-1
Cc1ccc(N2C(=O)c3ccccc3C2C(=O)c2cc(C)ccc2O)cc1 (stereo not given)	8	0.8	1.5	1	0.7	-4	1	0.8	17	-2
CCOc1ccc(CCNC(=O)CSc2nnnn2C)cc1OCC	-18	1.1	1	1	1.2	-1	1	1.1	13	-4
Cc1cc(C)cc(S(=O)(=O)c2cnc3ccccc3n2)c1	-6	1	1.4	1	1.1	-3	1	1	-12	1
COC(OC)C12c3ccccc3C(c3ccccc31)C1C(=O)N(c3cccnc3)C(=O)C12 (stereo not given)	-8	1	0.97	1.1	1	-5	1	1.1	19	-5
COC(=O)C1CCN(CC(=O)NC(=O)NC2CCCCC2)CC1	6	1	1.2	1	1.1	-1	1	1.3	16	-3
C=CCOc1ccc(/C=N/NC(=O)C(=O)Nc2ccccn2)cc1OC	-84	1	1	1	0.9	0	1	0.6	-13	-2
CSc1nc(N2CCOCC2)c2ccccc2n1	-9	0.9	0.94	1	0.9	-5	1.1	0.9	0	-2
CN(C(=O)c1cc2sccc2n1C)C1CCCCC1	-2	1	2.7	1	1	31	0.7	1.1	81	2
O=C(C1CCN(S(=O)(=O)c2cccc3cccnc23)CC1)N1CCc2ccccc21	5	1	0.43	1	0.9	-10	1.1	1	19	-3
Clc1ccc(N2CCCCCC2)nn1	-5	1	1.4	1	1	-4	1	1	6	1
Cc1c(NC(=O)C(C)OC(=O)c2cccnc2)c(=O)n(-c2ccccc2)n1C (stereo not given)	-5	0.9	1.2	1	0.9	-2	1	1	7	2
O=c1cc(-c2ccccc2)nc(SCc2ccccc2)[nH]1	-9	0.9	0.82	1	0.9	-3	1	0.9	-4	4
CN(CC(=O)N1CCc2ccccc21)S(=O)(=O)c1ccc(Cl)cc1	-14	0.9	1.1	1.1	0.9	-9	1.1	0.9	9	-8
COC(=O)c1ccccc1NC(=O)CSc1[nH]c(=O)cc(C)c1C#N	-14	1	1.1	1.1	1	-6	1.1	0.9	18	-8
Cc1ccc(S(=O)(=O)N2CCCC(C(=O)NCC3COCCO3)C2)cc1 (stereo not given)	-10	1	1.2	1.1	1	-7	1.1	0.9	-9	-5
Cc1ccc(S(=O)(=O)N/N=C/c2c[nH]c3ccccc23)cc1	4	0.9	0.96	1	1	4	1	1.2	-4	4
COC(=O)Cn1cnc2ccccc2c1=O	-10	1.1	1.1	1	1	-8	1.1	0.9	-12	-2
Cc1cccc(NC(=O)COc2ccc(Br)cc2/C=N/O)c1	4	1.1	2.6	1.1	1.1	41	0.6	1	85	-9
SMILES	TNAP inh no acc	PMI act satM6P	NF-kB expr up	TNAP act hiacc	PMI act	FLuc inh counter	FLuc act counter	bIAP activator	APP 5'UTR act	TNAP inh hi DEA
Cc1ccc(CC2CC(=O)N(c3ccc(Cl)cn3)C2=O)cc1 (stereo not given)	-3	0.9	1.2	1	0.9	4	1	0.9	3	1
COc1ccc(C(=O)Nc2cc(C(C)=O)c(/C=C/N(C)C)oc2=O)cc1	10	0.9	0.81	0.9	0.9	14	0.9	0.7	16	13
COc1nc(-c2ccncc2)nc2ccccc12	-5	0.9	0.61	1	0.9	0	1	1	3	0
COC(=O)C1=C(CN2CCc3ccccc32)NC(=O)NC1c1cc(C)ccc1C (stereo not given)	-4	1.5	0.89	1	1.2	-2	1	1	2	-3
COc1ccc(/C=N\NC(=O)CNC(=O)C(c2ccccc2)c2ccccc2)cc1[N+](=O)[O-]	-1	1	0.84	1	1	1	1	0.9	-10	-2
COC(=O)c1ccc(C(=O)Nc2ccc(N)cc2N)cc1	5	0.5	0.68	1	0.8	-2	1	1	-12	-3
CCOc1ccc(OCC)c(NC(=O)CCCN2C(=O)c3cccnc3C2=O)c1	-14	0.8	0.92	1.1	0.8	-5	1	1	0	-8
CCOC(=O)CSc1nc(C(C)(C)C)nc2ccccc12	-6	.	1.1	1	.	-6	1.1	1	19	-3
CCOC(=O)Nc1ccc2c(c1)nc(CN1CCN(C(C)=O)CC1)n2C	-4	1	1.5	1	0.9	3	1	1	-4	1
CCCC(=O)Nc1nc(-c2ccc3c(c2)OCCO3)cs1	12	0.9	4.5*	1	0.9	7	0.9	0.8	141*	0
C#CCOCCOCCOCCNc1nc(N2CCN(C(=O)[C@H](CCCCN)n3cc([C@@H](N)CO)nn3)CC2)nc(N2CCN(C(=O)[C@H](Cc3cc4ccccc4[nH]3)n3cc([C@@H](N)Cc4ccc(O)cc4)nn3)CC2)n1	-10	1.2	1.4	1.1	1.2	-7	1.1	1.4	-14	-6
O=C(COc1ccc(Cl)cc1Cl)N1CCCN(C(=O)COc2ccc(Cl)cc2Cl)CC1	-2	0.9	0.69	1	0.9	-9	1.1	1	-4	-1

An excerpt from above with just TNAP act hiacc.
SMILES	TNAP act hiacc
CCOC(=O)CSc1nc(C(C)(C)C)nc2ccccc12	1
CCOC(=O)Nc1ccc2c(c1)nc(CN1CCN(C(C)=O)CC1)n2C	1
CCCC(=O)Nc1nc(-c2ccc3c(c2)OCCO3)cs1	1
C#CCOCCOCCOCCNc1nc(N2CCN(C(=O)[C@H](CCCCN)n3cc([C@@H](N)CO)nn3)CC2)nc(N2CCN(C(=O)[C@H](Cc3cc4ccccc4[nH]3)n3cc([C@@H](N)Cc4ccc(O)cc4)nn3)CC2)n1	1.1
O=C(COc1ccc(Cl)cc1Cl)N1CCCN(C(=O)COc2ccc(Cl)cc2Cl)CC1	1

A draw from above in order of length of the SMILES, descending.
SMILES	TNAP inh no acc	PMI act satM6P	NF-kB expr up	TNAP act hiacc	PMI act	FLuc inh counter	FLuc act counter	bIAP activator	APP 5'UTR act	TNAP inh hi DEA
CCCCNC(=O)C(NS(=O)(=O)c1cccc2nsnc12)c1ccccc1 (stereo not given)	-10	1	1.3	1	1	-5	1.1	1	-1	-3
COC(=O)C1=C(C)NC2=C(C(=O)CCC2)C1c1cccs1 (stereo not given)	-10	1	1.2	1	1	-2	1	0.9	3	-1
CN(C(=O)c1cc2sccc2n1C)C1CCCCC1	-2	1	2.7	1	1	31	0.7	1.1	81	2
